# Compound activity deposited in PubChem BioAssay by several laboratories.
# TNAP act hiacc – TNAP (human) activation, high acceptor; 200,000 tested, under 10 active; purified TNAP, CDP-star luminescence, 1 M DEA, 30 min; hits give high values; 0 = EDTA background, 1 = DMSO-only activity; AID 1136; activation factor at 20 µM;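 active means activation factor at least 2 at 20 µM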
#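 system = human TNAP | amount = enzyme diluted 1/800 final | reagent = 100 µM CDP-star substrate | signal = luminescent substrate turnover signal | dosing = one dose, 20 µM | benchmarks = EDTA negative control, DMSO positive control | measure = activation factor | timing = 30 min reaction, room temperature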
# TNAP inh no acc – blocks human TNAP activity with no phosphate acceptor present; P05186; purified TNAP, CDP-star luminescence, 30 min; inhibition, % at 20 µM; actives 0.26% (n = 200,000);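 active means tissue-nonspecific alkaline phosphatase inhibition above about 50% at 20 µM in the single-dose screen, limit read from the data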;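 further: 0% = DMSO negative control and 100% = EDTA positive control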
# TR-FRET SRC-2 ct – TR-FRET artefact, counter-screen to PPARgamma/SRC-2 agonist assay. actives 0.4% (n = 200,000). TR-FRET ratio at 8 µM. hits give high values; in the data active means TR-FRET ratio above about 2000; further: inactives centre near 1500
# bIAP inhibitor – blocks bovine intestinal alkaline phosphatase activity; purified bovine IAP, CDP-star luminescence, 30 min; inhibition, % at 20 µM; 190,000 tested, under 10 active; AID 1019;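 active means over 50% inhibition of intestinal alkaline phosphatase at 20 µM in the single-dose screen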
#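 Assay system – bovine IAP enzyme · Quantity – bovine IAP at 1/65,000,000 final dilution · Detection – CDP-star luminescence signal · Times – 30 min reaction at room temperature · Also added – CDP-star substrate at 30 µM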
# PPARg SRC-1 ag – agonists of human PPARgamma SRC-1 coactivator recruitment. P37231. PPARgamma-SRC-1 coactivator recruitment biochemical assay. activation, % at 8 µM. actives 0.41% (n = 200,000). AID 631; in the data active means activation above about 19%;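 further: 0% = DMSO and 100% = reference agonist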
# Target sequence (P37231 whole entry, looked up): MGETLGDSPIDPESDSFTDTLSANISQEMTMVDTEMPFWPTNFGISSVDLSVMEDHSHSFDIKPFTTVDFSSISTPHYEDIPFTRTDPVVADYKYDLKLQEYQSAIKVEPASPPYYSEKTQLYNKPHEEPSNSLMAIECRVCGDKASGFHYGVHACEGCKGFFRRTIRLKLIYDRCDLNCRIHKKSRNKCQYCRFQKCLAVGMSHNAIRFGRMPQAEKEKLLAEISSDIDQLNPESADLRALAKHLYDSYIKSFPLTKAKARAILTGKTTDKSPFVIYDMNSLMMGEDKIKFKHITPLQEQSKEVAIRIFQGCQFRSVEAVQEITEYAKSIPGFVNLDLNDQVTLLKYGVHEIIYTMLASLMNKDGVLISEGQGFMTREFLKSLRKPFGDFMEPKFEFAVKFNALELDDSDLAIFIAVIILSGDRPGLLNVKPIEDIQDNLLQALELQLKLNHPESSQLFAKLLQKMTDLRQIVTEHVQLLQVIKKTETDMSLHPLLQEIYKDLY
# PPARg SRC3 recr – promotes SRC-3 coactivator recruitment by human PPARgamma | P37231 | activation, % at 8 µM | biochemical PPARgamma/SRC-3 coactivator recruitment assay | actives 0.26% (n = 200,000) | AID 731; in the data active means activation above about 23%;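 further: 0% = DMSO and 100% = reference agonist; some compounds past the cut are filed as inactive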
# PPARg SRC-2 ag – promotes SRC-2 coactivator recruitment by human PPARgamma; P37231; PPARgamma LBD-SRC-2 recruitment, biochemical; activation, % at 8 µM; actives 0.34% (n = 200,000); AID 1032; in the data active means activation above about 22%;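 further: 0% = vehicle and 100% = reference agonist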
# bIAP activator – increases bovine intestinal alkaline phosphatase activity. actives 0.17% (n = 200,000). AID 1016. activation factor at 20 µM. purified bovine IAP, CDP-star luminescence, 30 min; hits give high values; fold of DMSO-control signal, blank-subtracted;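 active means activation factor of 2 or more at 20 µM, a signal rise over negative controls twice the positive control's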
# Efa HMGR inh – blocks class II HMG-CoA reductase of Enterococcus faecalis; purified E. faecalis HMGR, NADPH absorbance 340 nm kinetic; AID 1066; actives 0.41% (n = 190,000); inhibition, % at 10 µM;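 active means inhibition above a set limit, the median over all tested compounds plus 3 SD, cut at about 9.5% in these data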;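 further: enzyme runs in reverse so mevalonate oxidation gives rising NADPH absorbance; 0% = complete reaction with DMSO and 100% = background rate lacking mevalonate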
# TNAP inh hi DEA – inhibitors of human TNAP at high phosphate acceptor concentration; actives 0.03% (n = 200,000); purified TNAP, CDP-star luminescence, 1 M DEA; inhibition, % at 20 µM; P05186;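 active means over 50% inhibition of tissue-nonspecific alkaline phosphatase at 20 µM in the single-dose screen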;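 further: plate controls were DMSO wells for no effect and EDTA-quenched wells as full inhibition for full effect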
# Starred values were filed as active, the others as inactive; x = not tested or not shown.
entry	compound	TNAP act hiacc	TNAP inh no acc	TR-FRET SRC-2 ct	bIAP inhibitor	PPARg SRC-1 ag
1	CN(Cc1ccccc1)C(=O)COC(=O)CCNC(=O)c1ccccc1Cl	1.1	-11	1660	6	10
2	CCN(CC)CCNC(=O)c1ccc(NC(=O)c2ccc(F)cc2F)cc1	1	0	1428	-8	1
3	Cc1c(Cl)cccc1NC(=O)Nc1ccn(C)n1	1	-2	1496	2	3
4	C#CCOCCOCCOCCNc1nc(N2CCN(C(=O)[C@H](Cc3ccc(O)cc3)n3cc(CCO)nn3)CC2)nc(N2CCN(C(=O)[C@H](Cc3ccc(O)cc3)n3cc(CCO)nn3)CC2)n1	1.1	-13	1492	-10	16
5	C/C(=C\C(=O)O)CC(=O)O	1	10	1575	0	1
6	COC(=O)CNC(c1ccccc1)c1cc(Br)ccc1NC(=O)OCc1ccccc1 (stereo not drawn)	1	-3	1505	11	-1
7	COc1cc(C(=O)N/N=C(\Cc2ncc[nH]2)c2ccccc2)cc(OC)c1OC	1	32	1472	-4	7
8	Cc1cc(C)cc(C(=O)NN2CCN(C)CC2)c1	1	-7	1627	-26	1
9	C[N+](C)(C)CCOc1ccc([N+](=O)[O-])cc1	1.1	-14	1497	13	0
10	CC(C)c1cc(C(N)=O)c(NC(=O)C2CCC2)s1	1.1	-3	1517	19	-2
11	CCOC(=O)c1c(NC(=O)C2COc3ccccc3O2)sc2c1CCN(Cc1ccccc1)C2 (stereo not drawn)	1	-17	1586	-3	-1
12	CCN(C(=O)COC(=O)c1ccc(Cl)nc1)C1CCS(=O)(=O)C1 (stereo not drawn)	1	-14	1409	6	-2

entry	PPARg SRC3 recr	PPARg SRC-2 ag	bIAP activator	Efa HMGR inh	TNAP inh hi DEA
1	-1	3	0.9	-1	-5
2	2	3	1.1	3	2
3	16	3	1	0	-2
4	10	15	1.1	9	-6
5	5	6	1	-7	0
6	2	-3	0.9	-6	-4
7	2	6	1	-4	2
8	-3	2	1.3	2	2
9	-1	-4	0.9	-3	-5
10	-8	3	0.8	-2	-8
11	2	2	1	-2	0
12	-2	-4	0.9	2	-3

# Grouped by structure: the compounds so far containing a Cl atom
entry	compound	TNAP act hiacc	TNAP inh no acc	TR-FRET SRC-2 ct	bIAP inhibitor	PPARg SRC-1 ag
1	CN(Cc1ccccc1)C(=O)COC(=O)CCNC(=O)c1ccccc1Cl	1.1	-11	1660	6	10
3	Cc1c(Cl)cccc1NC(=O)Nc1ccn(C)n1	1	-2	1496	2	3
12	CCN(C(=O)COC(=O)c1ccc(Cl)nc1)C1CCS(=O)(=O)C1 (stereo not drawn)	1	-14	1409	6	-2

entry	PPARg SRC3 recr	PPARg SRC-2 ag	bIAP activator	Efa HMGR inh	TNAP inh hi DEA
1	-1	3	0.9	-1	-5
3	16	3	1	0	-2
12	-2	-4	0.9	2	-3

# Other entries
entry	compound	TNAP act hiacc	TNAP inh no acc	TR-FRET SRC-2 ct	bIAP inhibitor	PPARg SRC-1 ag
13	O=S(=O)(NCC1CCCO1)c1cc(Cl)ccc1Br (stereo not drawn)	1	-13	1667	12	-1
14	Cc1cc(C)nc(SCc2nc3nc(C)cc(C)n3c2Br)n1	1	-7	1680	0	-1
15	CC(=O)N1CCN(CC(=O)Nc2ccc([N+](=O)[O-])cc2Br)CC1	1.1	-13	1323	-4	-5
16	COC(=O)c1c(SCc2ccc(C#N)cc2)nc(=O)[nH]c1C	0.9	-1	1809	-2	0
17	O=C(Nc1ccc2c(c1)OCO2)C1CC(c2ccc(Cl)cc2)=NO1 (stereo not drawn)	1	-7	1370	2	4
18	O=c1[nH]nc(Cc2ccc(-c3ccc(Cl)cc3)o2)c2ccccc12	1	4	1666	23	5
19	Cc1nc(NC(=O)CSc2nnnn2Cc2ccccc2)sc1C	1.1	-10	1741	9	-6
20	CN(C)c1ccnc(SCc2ccccc2Cl)c1C#N	1.1	-10	1755	x	10
21	CN1CCN(CCCNC(=O)C2CC(=O)N(C3CCCCC3)C2)CC1 (stereo not drawn)	1	-7	1533	7	6
22	Cc1ccc(C2CC(=O)C(C=NCCN3CCN(CC(=O)Nc4cc(C)cc(C)c4)CC3)=C(O)C2)cc1 (stereo not drawn)	1	1	1434	-5	5
23	O=C(c1ccco1)N1CCN(Cc2nc(Cc3ccccc3)no2)CC1	1.1	-8	1320	-3	-9
24	O=C(C1Cc2ccccc2CN1S(=O)(=O)c1cccs1)N1CCCCCC1 (stereo not drawn)	1	-16	1522	4	-3

entry	PPARg SRC3 recr	PPARg SRC-2 ag	bIAP activator	Efa HMGR inh	TNAP inh hi DEA
13	0	5	0.9	-2	-5
14	-10	-5	1	-1	-4
15	7	-5	1	-6	-6
16	4	12	1	-3	8
17	5	0	1	0	-2
18	10	13	0.8	-1	-4
19	5	16	0.9	-5	-5
20	1	16	0.4	1	-9
21	-12	-4	0.9	-4	1
22	1	-3	1.1	-7	-1
23	1	-1	1	-3	-5
24	-6	1	1	0	-4

# Next part:
entry	compound	TNAP act hiacc	TNAP inh no acc	TR-FRET SRC-2 ct	bIAP inhibitor	PPARg SRC-1 ag
25	CC1(c2cccc3ccccc23)NC(=O)N(CC(=O)NC2CCS(=O)(=O)C2)C1=O (stereo not drawn)	0.9	-4	1478	x	4
26	C(=N\n1cnnc1)/c1cccc(Oc2ccccc2)c1	1	0	1470	14	-2
27	Cc1ccc(NC(=O)Cn2nnc(C(=O)NCc3ccco3)c2N)cc1	1	-8	1652	-10	1
28	CCCCCCCCCC(=O)N/N=C(\C)c1cccnc1	1	-1	1539	3	1
29	CC1CCCCC1NC(=O)COC(=O)c1ccc(S(=O)(=O)N2CCOCC2)cc1 (stereo not drawn)	1.1	-15	1619	6	6
30	CNC(=O)CN(c1ccc2c(c1)OCCO2)S(C)(=O)=O	1	-11	1545	16	5
31	O=C(CCS(=O)(=O)c1ccc(Br)cc1)NC1CCCC1	1	-17	1775	7	3
32	O=C1CCN(C(=O)c2ccccc2)C2CCCCC12 (stereo not drawn)	1	-11	1467	13	-4
33	CCc1ccc2nc(SCC(=O)N(CC)CC)c(C#N)cc2c1	1	-6	1451	18	11
34	Cc1n(CC(O)COC2CCCCC2)c2ccccc2[n+]1C (stereo not drawn)	1	-12	1607	3	3
35	CC(=O)Nc1cccc(-c2nc3ccccc3s2)c1	1	-1	1588	-14	-8
36	CCOC(=O)c1cnc(Nc2nc3ccccc3o2)nc1CN1CCN(C)CC1	1	-4	1479	-20	1

entry	PPARg SRC3 recr	PPARg SRC-2 ag	bIAP activator	Efa HMGR inh	TNAP inh hi DEA
25	1	-1	0.4	-14	8
26	-3	-1	0.9	4	-4
27	-3	10	1.1	1	0
28	-1	-1	1	-4	-3
29	7	-1	0.9	0	-8
30	13	12	0.8	-6	-2
31	5	4	0.9	-2	-4
32	2	6	0.9	-10	-3
33	1	6	0.8	-6	-2
34	2	8	1	-3	-5
35	-2	-9	1.1	-2	-2
36	-7	-1	1.2	-2	-2

# Further compounds:
entry	compound	TNAP act hiacc	TNAP inh no acc	TR-FRET SRC-2 ct	bIAP inhibitor	PPARg SRC-1 ag
37	Cc1cccc(NC(=O)Nc2ccncc2)c1	1	-17	1726	8	-6
38	CCCCCn1c(SCCC(C)C)nc2c1c(=O)[nH]c(=O)n2C	1	-20	1613	1	5
39	CCOC(=O)c1cnn(-c2ccccc2)c1N	1	-23	1662	5	3
40	COc1ccc(NC(=S)NN2C(C)CCCC2C)cc1 (stereo not drawn)	1	-4	1508	13	0
41	CSc1ccccc1NC(=O)Nc1ccc(F)c(Cl)c1	1.1	-12	1579	1	13
42	O=C(O)CSC1CC(=O)N(c2cccc(Cl)c2)C1=O (stereo not drawn)	1	-12	1352	2	-2
43	CCCOc1ccc(C(=O)CCNc2cccc(Cl)c2)cc1	1	-11	1487	18	6
44	CCOC(=O)N1CCN(C(=O)c2cccc(F)c2)CC1	1.1	-5	1595	0	-7
45	Cc1cccc(NC(=S)NCC(c2cccnc2)N(C)C)c1C (stereo not drawn)	1	-8	1549	-13	4
46	COc1cc(OC)c(/C=N/n2c(C)nnc2C)c(OC)c1	1	-8	1513	3	6
47	C=CCC1(O)C(=O)N2C(=C1C(=O)OCC)c1ccc3ccccc3c1CC2(C)C (stereo not drawn)	1	-2	1443	2	-7

entry	PPARg SRC3 recr	PPARg SRC-2 ag	bIAP activator	Efa HMGR inh	TNAP inh hi DEA
37	8	3	0.9	-10	-4
38	0	-3	1	0	-2
39	8	0	0.9	0	-4
40	3	0	0.9	-3	-2
41	8	-2	1	-6	-7
42	-5	5	1	-2	-1
43	1	1	0.8	-1	-1
44	4	2	1	-5	-5
45	0	11	1.1	-6	-1
46	-3	-2	1	-1	-2
47	-2	-4	1	-5	2

# Compounds from the list above that contain a cyano group, in the order listed:
entry	compound	TNAP act hiacc	TNAP inh no acc	TR-FRET SRC-2 ct	bIAP inhibitor	PPARg SRC-1 ag
16	COC(=O)c1c(SCc2ccc(C#N)cc2)nc(=O)[nH]c1C	0.9	-1	1809	-2	0
20	CN(C)c1ccnc(SCc2ccccc2Cl)c1C#N	1.1	-10	1755	x	10
33	CCc1ccc2nc(SCC(=O)N(CC)CC)c(C#N)cc2c1	1	-6	1451	18	11

entry	PPARg SRC3 recr	PPARg SRC-2 ag	bIAP activator	Efa HMGR inh	TNAP inh hi DEA
16	4	12	1	-3	8
20	1	16	0.4	1	-9
33	1	6	0.8	-6	-2

# Three entries already listed, arranged by their value in TNAP inh no acc, largest number first.
no.	mol	TNAP inh no acc
47	C=CCC1(O)C(=O)N2C(=C1C(=O)OCC)c1ccc3ccccc3c1CC2(C)C (stereo not drawn)	-2
44	CCOC(=O)N1CCN(C(=O)c2cccc(F)c2)CC1	-5
37	Cc1cccc(NC(=O)Nc2ccncc2)c1	-17
